CendR NRP1 mod – modulators of CendR peptide binding to NRP-1, primary screen, biochemical, fluorescence polarization, uHTS; Neuropilin-1 (Homo sapiens), O14786; FAM-RPARPAR peptide binding to NRP-1; inhibition, % at 25 µM; 360,000 compounds, 0.85% hits; AID 602438, 2012;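 active means inhibition or corrected inhibition above about 18%, plus a signal ratio from 0.5 to 1.5, limit read from the data, passing the limit was not always enough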; further: strong numbers were not always called active
Rin1 Abl inh – inhibitors of Rin1-Abl protein binding, primary screen, biochemical, TR-FRET | Tyrosine-protein kinase ABL1 (Homo sapiens) + Ras and Rab interactor 1 (Homo sapiens), … | inhibition, % at 7.35 µM | 360,000 compounds, 0.4% hits; in the data active means inhibition above about 5%, passing the limit was not always enough
MT1-MMP act inh – blockers of MT1-MMP proenzyme processing, primary screen, HT1080 RFP-PRO-GFP cells, GFP/RFP fluorescence | AID 651647, 2012 | 360,000 compounds, 0.061% hits | GFP/RFP ratio change, % at 20 µM | GFP/RFP ratio fluorescence, overnight; percent of plate control window, DMSO zero;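 active means GFP/RFP ratio change of at least 30% with cell ATP level not reduced by more than half and red fluorescence within 50% of control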; further: strong numbers were not always called active
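Test system: HT1080 RFP-PRO-GFP cells; Benchmarks: DMSO and RFP-L50D-GFP cell wells; Timing: cells overnight before dosing, compound overnight, 37 °C, 5% CO2; Compound: one 20 µM compound dose with 1% DMSO; Read-out: GFP/RFP fluorescence ratio.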
MsrA inhibitor – bovine MsrA enzyme inhibitors, primary screen, biochemical, absorbance, HTS | Methionine sulfoxide reductase A (Bos taurus) | purified bovine MsrA, absorbance read-out | inhibition, % at 15.5 µM | 360,000 compounds, 0.75% hits; in the data active means inhibition above about 4.5%;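 further: 0% = vehicle wells with enzyme and 100% = reference inhibitor wells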
E coli Lon inh – inhibitors of E. coli Lon protease, primary screen, biochemical, fluorescence polarization; P0A9M0; purified E. coli Lon protease; inhibition, % at 7.94 µM; 360,000 compounds, 0.42% hits; AID 602123, 2011; in the data active means inhibition above about 13%, passing the limit was not always enough;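 further: 0% = enzyme with probe and DMSO and 100% = no enzyme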
FAS-TE inh – FAS thioesterase domain inhibitors, primary screen, biochemical, fluorescence intensity, uHTS. Fatty acid synthase (Homo sapiens), P49327. recombinant FAS-TE, OMFH fluorogenic substrate, fluorescence endpoint. inhibition, % at 15 µM. 360,000 compounds, 0.67% hits. AID 602261, 2012;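 active means compounds whose normalised, plate-corrected inhibition of enzyme fluorescence in the single-dose primary screen is 50% or more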;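 further: 0% = DMSO with enzyme and 100% = substrate without enzyme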
bovine MsrA act – bovine MsrA enzyme activators, primary screen, biochemical, absorbance, HTS. Methionine sulfoxide reductase A (Bos taurus). purified bovine MsrA, absorbance read-out. activation, % at 10.6 µM. 360,000 compounds, 0.3% hits; in the data active means activation above about 7.5%;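 further: 0% = vehicle and 100% = reference activator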
Neddyl block – inhibitors of cullin neddylation, primary screen, biochemical, TR-FRET, uHTS, NAE and Ubc12 | calls only at 25 µM | 360,000 compounds, 0.58% hits | NEDD8-conjugating enzyme Ubc12 (Homo sapiens) + NEDD8-activating enzyme E1 regulatory …; in the data active means inhibition above about 36%
Target sequence (P61081 whole entry, looked up): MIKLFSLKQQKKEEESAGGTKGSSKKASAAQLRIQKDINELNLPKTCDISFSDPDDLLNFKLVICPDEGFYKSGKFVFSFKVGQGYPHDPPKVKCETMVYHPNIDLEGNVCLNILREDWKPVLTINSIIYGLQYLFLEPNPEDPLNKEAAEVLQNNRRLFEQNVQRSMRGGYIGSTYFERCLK
Target sequence (Q13564 whole entry, looked up): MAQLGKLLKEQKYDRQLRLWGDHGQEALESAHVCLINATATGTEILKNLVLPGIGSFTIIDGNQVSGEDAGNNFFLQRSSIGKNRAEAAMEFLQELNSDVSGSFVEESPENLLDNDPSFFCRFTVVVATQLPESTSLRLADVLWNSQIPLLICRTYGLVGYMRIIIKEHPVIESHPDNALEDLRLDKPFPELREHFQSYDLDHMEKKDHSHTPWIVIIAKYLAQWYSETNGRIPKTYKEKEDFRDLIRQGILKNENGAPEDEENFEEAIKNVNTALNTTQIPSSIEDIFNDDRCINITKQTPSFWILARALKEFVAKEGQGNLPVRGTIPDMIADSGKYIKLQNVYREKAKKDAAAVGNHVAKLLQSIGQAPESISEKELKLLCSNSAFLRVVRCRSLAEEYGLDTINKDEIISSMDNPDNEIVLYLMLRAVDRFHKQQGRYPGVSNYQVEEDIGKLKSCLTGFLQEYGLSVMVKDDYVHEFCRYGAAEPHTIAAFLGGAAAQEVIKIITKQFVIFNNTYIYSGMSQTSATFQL
SKN-1 block – suppressors of acrylamide-induced Pgst-4::GFP reporter in worms, primary screen, SKN-1 inhibitor project, whole organism, uHTS, GFP/RFP fluorescence ratio, strain VP596 | C. elegans VP596 Pgst-4::GFP/RFP ratio, 24 h | inhibition, % at 21.8 µM | 360,000 compounds, 0.49% hits;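 active means interference check ratio from 0.5 to 1.5 plus GFP to RFP signal ratio inhibition reaching or exceeding a fixed threshold, cut at about 30% in these data, passing the limit was not always enough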; further: some compounds called inactive have numbers as strong as hits
Starred values were filed as active, the others as inactive; i = inactive; . = no result given. Compounds as they come; any-hit rate near 4.2%.

[1] CC(C)n1c(SCC(=O)NC2CC2)nnc1C1CC1
[2] Cc1ccc2nc(NC(=O)C3CCCN3C(=O)OC(C)(C)C)sc2c1 (stereo not drawn)
[3] Cc1ccc(Cl)cc1NC(=O)CNC(=O)N1CC(=O)Nc2ccccc21
[4] O=C(CCn1c(=O)c2ccccc2n(Cc2ccccc2)c1=O)NC1CCN(Cc2ccccc2)CC1
[5] Cc1ccc(NC2CCCN(C(=O)CCc3scnc3C)C2)cc1C (stereo not drawn)
[6] COc1ccccc1CNC(=O)c1ccc(OCc2c(C)noc2C)c(OC)c1
[7] Cc1c(C(=O)N2CCN(S(=O)(=O)c3ccccc3)CC2)oc2ccccc12
[8] CC(=O)Nc1ccc(S(=O)(=O)Nc2nc3ccccc3nc2Nc2ccc(S(N)(=O)=O)cc2)cc1
entry no. | 1 | 2 | 3 | 4 | 5 | 6 | 7 | 8
CendR NRP1 mod | -7.2 | -7.7 | -1.8 | -0.9 | 1.7 | 4.5 | -0.8 | -10.0
Rin1 Abl inh | -0.6 | 1.5 | -3.7 | 2.7 | -4.2 | 1.1 | 2.6 | 0.6
MT1-MMP act inh | -1.2 | -2.3 | 5.5 | 2.4 | -3.4 | -3.5 | 2.5 | -8.8
MsrA inhibitor | 0.1 | -0.7 | 0.5 | 1.2 | 0.1 | 0.2 | -1.2 | 2.7
E coli Lon inh | -11.3 | -3.9 | -5.4 | -8.2 | 2.9 | -4.9 | -4.1 | 9.9
FAS-TE inh | -4.3 | -2.9 | -2.4 | -3.4 | -1.5 | -0.7 | 10.4 | -11.0
bovine MsrA act | -4.2 | -2.1 | -0.6 | 3.1 | -1.5 | -3.9 | -2.3 | -2.2
Neddyl block | i | i | i | i | i | i | i | i
SKN-1 block | 6.1 | 13.7 | 8.8 | 4.1 | 18.2 | -22.1 | 1.2 | 11.7

Some entries already given, reduced to CendR NRP1 mod:
cpd | Molecule | CendR NRP1 mod
6 | COc1ccccc1CNC(=O)c1ccc(OCc2c(C)noc2C)c(OC)c1 | 4.5
7 | Cc1c(C(=O)N2CCN(S(=O)(=O)c3ccccc3)CC2)oc2ccccc12 | -0.8
8 | CC(=O)Nc1ccc(S(=O)(=O)Nc2nc3ccccc3nc2Nc2ccc(S(N)(=O)=O)cc2)cc1 | -10.0

The results go on.
[9] CCOC(=O)c1c(NC(=O)COC(=O)CCOc2ccccc2C)sc(C(=O)NC)c1C
[10] C#C[C@]1(O)CC[C@H]2[C@@H]3CCc4cc(OC5CCCC5)ccc4[C@H]3CC[C@@]21C
[11] OC(C#CCN1CCOCC1)c1cccs1 (stereo not drawn)
[12] CN1CCN(CC(=O)Nc2cc(N3CCOCC3)ccc2[N+](=O)[O-])CC1
[13] S=C(NCc1ccco1)N1CCN(Cc2ccco2)CC1
[14] CN(C)C(CNc1ccc(C(F)(F)F)cn1)c1ccccc1 (stereo not drawn)
[15] CCCOc1ccc(C2=NNC(=O)CC2)cc1
[16] CCOC(=O)c1cccc(NC(=O)COC)c1
entry no. | 9 | 10 | 11 | 12 | 13 | 14 | 15 | 16
CendR NRP1 mod | -13.1 | -2.9 | -5.2 | -1.4 | 0.6 | 4.2 | -4.3 | -8.2
Rin1 Abl inh | 1.4 | -0.4 | 3.4 | -13.5 | 2.3 | -1.6 | -2.2 | -2.0
MT1-MMP act inh | 6.0 | 4.7 | -0.9 | -5.7 | 1.9 | -2.8 | 2.9 | 1.9
MsrA inhibitor | 1.4 | 1.1 | 0.0 | 4.8* | 0.1 | -0.6 | -0.6 | 0.1
E coli Lon inh | -4.4 | -9.5 | -14.2 | 0.7 | -8.9 | 2.8 | 9.3 | 7.6
FAS-TE inh | -1.9 | 33.4 | -5.9 | 13.3 | -10.5 | 0.7 | -6.8 | 1.2
bovine MsrA act | -4.7 | -1.3 | 2.1 | -3.1 | -1.8 | 4.6 | -10.1 | -2.9
Neddyl block | i | i | i | i | i | i | i | i
SKN-1 block | 3.5 | -12.4 | -6.4 | 6.9 | 2.3 | 21.4 | -0.4 | -1.2

[17] O=C1CCC(=O)N1CC(O)COc1ccccc1 (stereo not drawn)
[18] CCn1nc(NS(=O)(=O)c2ccc(C)cc2)c2cc3ccccc3nc21
[19] O=C(OCC#CCSc1nnc(-c2cccc3ccccc23)o1)c1cc2ccccc2o1
[20] COC(=O)c1cscc1S(=O)(=O)Cc1ccccc1
[21] Cc1ccc(S(=O)(=O)N2C=CC(C(F)(F)F)=NCC2)cc1
[22] CSc1ccccc1-c1n[nH]c(=S)o1
[23] O=C(Nc1ccccc1)c1nnn(Cc2ccccc2)c1NC(=O)C(F)(F)F
[24] O=C(Nc1cccc(F)c1)/C(=C\c1ccco1)NC(=O)c1ccco1
entry no. | 17 | 18 | 19 | 20 | 21 | 22 | 23 | 24
CendR NRP1 mod | 4.5 | 10.3 | 8.4 | 1.1 | 2.2 | -2.3 | -2.2 | -24.5
Rin1 Abl inh | 0.5 | -1.6 | -1.5 | -0.2 | -0.7 | -68.4 | 3.9 | 2.6
MT1-MMP act inh | 1.8 | -0.5 | 8.6 | 1.9 | 0.1 | 4.8 | 3.0 | -8.8
MsrA inhibitor | -0.4 | 2.5 | 0.2 | -0.1 | 0.9 | 1.4 | -1.0 | 1.4
E coli Lon inh | 9.2 | 2.4 | -10.8 | -5.9 | -5.6 | -9.8 | -4.8 | -41.8
FAS-TE inh | -1.0 | -3.5 | 24.0 | -7.7 | -5.0 | -2.0 | -3.4 | -2.5
bovine MsrA act | -1.9 | -0.7 | -0.4 | -2.7 | -16.0 | 5.9 | -6.7 | -14.0
Neddyl block | i | i | . | i | i | i | i | i
SKN-1 block | -8.9 | 5.3 | 11.4 | -17.7 | -7.5 | -9.3 | 2.6 | -12.7

[25] O=C(Nc1cccc(S(=O)(=O)N2CCCCC2)c1)c1ccco1
[26] CCC(Cc1ccccc1)NC(=O)C1CCN(c2nn3c(=O)cc(C)nc3s2)CC1 (stereo not drawn)
[27] CC(=O)C[C@@H](O)CC(=O)[C@@H]1OC(=O)CCCCC/C=C/Cc2ccccc21
[28] Nc1c(NCCCN2CCOCC2)c2ccccc2oc1=O
[29] CCOC(=O)c1c(C)c(C(=O)NCC2CCCO2)c(C)n1CC (stereo not drawn)
[30] CNC(=O)N(O)C1N(/N=C/c2ccc(N(C)C)cc2)C(=S)SC1(C)C (stereo not drawn)
[31] N#Cc1c(C#N)c(-c2ccccc2)n(-c2ccc(C(=O)O)cc2)c1N
[32] NC(=O)c1ccc(Sc2nnc(-c3cccs3)n2CC2CCCO2)c([N+](=O)[O-])c1 (stereo not drawn)
entry no. | 25 | 26 | 27 | 28 | 29 | 30 | 31 | 32
CendR NRP1 mod | 13.4 | 7.2 | -2.9 | 10.6 | -7.1 | 5.5 | 5.1 | -5.9
Rin1 Abl inh | 1.9 | 2.1 | 2.8 | 5.6 | -3.4 | 1.5 | -6.9 | 1.2
MT1-MMP act inh | 5.5 | 1.0 | -14.4 | 1.5 | 3.0 | 2.3 | 0.5 | -3.5
MsrA inhibitor | -0.6 | 0.0 | -0.3 | . | . | 2.5 | 1.3 | 0.2
E coli Lon inh | -2.6 | 0.5 | -2.0 | -2.8 | -4.5 | 0.0 | -1.4 | -2.6
FAS-TE inh | -4.6 | -6.0 | -2.6 | -7.3 | -4.1 | 2.0 | -5.0 | -1.0
bovine MsrA act | -1.4 | -2.2 | -5.4 | -1.9 | -4.0 | -5.0 | -2.0 | -3.2
Neddyl block | i | i | i | i | i | i | i | i
SKN-1 block | 13.2 | 8.6 | -6.0 | 0.9 | 6.7 | 9.1 | 4.4 | 2.5

[33] COCCN(Cc1ccccc1)C(=O)c1ccc2c(=O)n3c(nc2c1)CCC3
[34] Cc1ccc(S(=O)(=O)C(C#N)c2nc3ccccc3nc2N2CCN(C)CC2)cc1C (stereo not drawn)
[35] Cc1nc2nc(NCc3cccs3)nn2c(C)c1Cl
[36] CCOc1cc(/C=C2\CCCC(C(=O)C(F)(F)F)=C2O)ccc1O
[37] O=C(CSc1nnc(-c2ccccc2O)o1)N1CCCCC1
[38] O=C(Nc1nc(OCC(F)(F)F)cnc1/C=C\c1ccccc1)c1ccsc1
[39] Fc1ccc(-c2nc3ccc(Cl)cn3c2Cc2cccc(F)c2)cc1
[40] Cc1nn(C)c(C(=O)NN)c1Cl
entry no. | 33 | 34 | 35 | 36 | 37 | 38 | 39 | 40
CendR NRP1 mod | -13.1 | -1.7 | -3.6 | -61.0 | -0.8 | 2.3 | -4.6 | 8.1
Rin1 Abl inh | 6.3 | 0.6 | -3.4 | 0.4 | 1.0 | 1.3 | -0.1 | 3.9
MT1-MMP act inh | -1.0 | -20.0 | -1.1 | 3.0 | 1.3 | -12.4 | -6.0 | 3.0
MsrA inhibitor | 0.5 | -0.7 | 1.8 | 3.3 | -0.3 | 0.0 | 1.0 | -0.3
E coli Lon inh | -2.9 | 12.0 | 11.9 | -62.1 | 3.2 | 12.5 | 4.2 | -2.2
FAS-TE inh | -2.1 | 0.0 | -4.5 | 4.6 | -5.3 | 16.0 | 19.2 | -0.6
bovine MsrA act | -4.0 | -12.6 | -5.4 | -1.7 | -0.4 | -9.8 | -1.8 | -7.8
Neddyl block | i | i | . | i | i | . | i | i
SKN-1 block | 0.4 | -8.5 | 11.2 | 2.8 | 5.3 | 22.9 | 10.7 | 0.3

[41] CCCCCn1c(=O)[nH]c2cc(C(=O)NCc3ccco3)ccc2c1=O
[42] O=C(CNC1CCCCCC1)Nc1ccccc1N1CCOCC1
[43] O=C(NCCc1c[nH]c2ccccc12)c1ccc(F)cc1F
[44] COC(=O)c1[nH]c(C)c(/C(O)=C2\C(=O)C(=O)N(CCN(C)C)C2c2cccs2)c1C (stereo not drawn)
[45] CN1CCC(=O)N([C@H](CSc2ccccc2)Cc2ccccc2)CC1
[46] O=C(C1CCCCC1)N1CCCn2c1nc1ccccc12
[47] CC(=O)Nc1ccc(C(=O)N2CCOCC2c2cc(C(=O)NCc3ccccc3)no2)cc1 (stereo not drawn)
[48] CCCCN(C(=O)c1ccc(Cl)c([N+](=O)[O-])c1)c1c(N)n(CCC)c(=O)[nH]c1=O
[49] Cc1ccc(CS(=O)Cc2ccc(C(=O)N3CCOCC3)o2)cc1 (stereo not drawn)
entry no. | 41 | 42 | 43 | 44 | 45 | 46 | 47 | 48 | 49
CendR NRP1 mod | 2.8 | 5.2 | -3.2 | -7.4 | 5.5 | 4.3 | -8.1 | 20.3 | 14.3
Rin1 Abl inh | 4.7 | 0.6 | 2.8 | -4.3 | 2.1 | 0.8 | -2.2 | 0.3 | 0.3
MT1-MMP act inh | -3.7 | 2.6 | 3.1 | 0.0 | -4.4 | -1.5 | 0.1 | 2.8 | 2.4
MsrA inhibitor | 1.1 | 0.2 | -0.2 | 2.0 | 0.1 | -0.5 | -0.2 | 0.2 | 0.4
E coli Lon inh | -4.0 | -6.6 | -8.6 | -3.5 | -1.1 | -16.6 | -1.0 | -6.1 | 9.7
FAS-TE inh | -8.5 | 3.0 | -2.3 | -8.5 | -9.3 | 0.7 | -6.7 | 2.9 | -8.0
bovine MsrA act | -1.3 | 0.1 | -1.4 | -3.0 | -1.9 | -3.9 | -6.9 | -2.9 | -3.7
Neddyl block | i | i | i | i | i | i | i | i | i
SKN-1 block | -12.0 | 2.0 | 18.5 | 10.7 | 0.0 | -4.6 | -4.6 | -3.7 | -3.0

Screening results deposited in PubChem BioAssay by several laboratories.
